# A-T KAP1 phos: potential ataxia-telangiectasia treatment | […] A-T fibroblasts, KAP-1 phosphorylation AlphaLISA; neocarzinostatin DNA damage 30 min before lysis | Potency, µM (series often up to 57.5 µM), for the others: at the highest dose activation, most hits filed as activators | actives 0.19% (n = 320,000) | AID 485349; also: potency is read from the fitted curve at half-maximal effect; % of control where 0% means no effect; nearly all actives have a fitted effect of over 45% in size
#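 ATM-like activity read as KAP-1 phosphorylation via AlphaLISA donor/acceptor antibody pairs after lysis and 6 hr at 25C. Cells were ATM-null patient fibroblasts ([…], hTERT), dosed 60 min, then exposed to the DSB inducer NCS for 30 min.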
# Integrin act MD: activates integrin-mediated alleviation for muscular dystrophy; alpha7betagal myoblasts, beta-gal FDG fluorescence, 48 h; actives 0.064% (n = 350,000); Potency, µM (top dose mostly 38.3 µM), without a hit: at the highest dose activation, actives largely listed as activators;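 also: potency is read from the fitted curve at half-maximal effect; 100% = response of the positive control SU9516; nearly all actives have a fitted effect of over 60% in size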
#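 alpha7betagal+/- myoblasts (passage 13, 250/well) treated 48 h at 37C with compounds at 1:260 dilution of DMSO stock. Lysed, then beta-galactosidase activity read as FDG fluorescence (ex 480/em 540) after 30 min, with pre-read for autofluorescence.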
# TRPV1 ag: human TRPV1 agonism; Q8NER1; TRPV1-expressing cells, Fluo-8 calcium influx, agonist mode; activation, % at 8.33 µM; actives 0.19% (n = 320,000); AID 540275; in the data active = activation above about 80%; inconclusive = between about 30% and that limit; also: 0% is about no effect
# Target sequence (Q8NER1 whole entry, looked up): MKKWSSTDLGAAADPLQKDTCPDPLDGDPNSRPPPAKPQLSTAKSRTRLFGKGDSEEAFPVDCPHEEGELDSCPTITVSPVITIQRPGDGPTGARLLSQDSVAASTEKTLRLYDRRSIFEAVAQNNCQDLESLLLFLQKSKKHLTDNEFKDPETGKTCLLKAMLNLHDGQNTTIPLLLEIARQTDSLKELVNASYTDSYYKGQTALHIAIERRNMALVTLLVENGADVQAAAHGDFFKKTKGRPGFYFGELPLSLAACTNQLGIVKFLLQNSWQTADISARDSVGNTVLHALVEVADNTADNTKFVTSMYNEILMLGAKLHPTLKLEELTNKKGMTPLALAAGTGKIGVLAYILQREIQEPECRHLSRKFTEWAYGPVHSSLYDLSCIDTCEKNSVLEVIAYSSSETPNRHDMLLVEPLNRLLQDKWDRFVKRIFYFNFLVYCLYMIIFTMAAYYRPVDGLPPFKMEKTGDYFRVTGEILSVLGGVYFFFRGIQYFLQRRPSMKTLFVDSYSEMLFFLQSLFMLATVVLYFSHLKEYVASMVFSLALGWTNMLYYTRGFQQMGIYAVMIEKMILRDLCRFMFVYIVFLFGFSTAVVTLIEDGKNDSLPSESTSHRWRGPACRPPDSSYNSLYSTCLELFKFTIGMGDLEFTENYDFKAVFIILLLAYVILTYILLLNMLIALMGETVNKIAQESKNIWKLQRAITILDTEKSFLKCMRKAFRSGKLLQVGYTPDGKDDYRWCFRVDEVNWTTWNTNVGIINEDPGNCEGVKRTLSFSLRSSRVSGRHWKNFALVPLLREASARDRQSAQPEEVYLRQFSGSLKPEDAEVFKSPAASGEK
#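 Cells expressing TRPV1 were dye-loaded with Fluo-8 and read kinetically: 10 s baseline, 3 min after compound (agonist portion), then 2 min after EC20 capsaicin (allosteric enhancer portion). Calcium-bound dye fluorescence at 480/520 nm.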
# p53 reactivation: restores transcriptional activity of mutant p53; H1299 p53-A138V BP100-luciferase reporter, luminescence, 24 h; actives 0.063% (n = 320,000); AID 504706; Potency, µM (highest dose often 92.2 µM), for the others: at the top dose activity change, positive = activation, most hits filed as activators; also: potency is read from the fitted curve at half-maximal effect; % of control where 0% means no effect; nearly all actives have a fitted effect of over 45% in size
#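 p53-null H1299 cells stably carrying temperature-sensitive p53-A138V and a BP100-luciferase reporter were pinned with compounds (4-point, 1:5 series) and held 24 hrs at 37 deg C. Luminescence was read 10 min after detection reagent.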
# TCR activator: activators of T cell receptors; Potency, µM (highest dose often 9.22 µM), for the others: at the highest dose activation of IL-2 secretion, hits mostly activators; primary human leukocytes, anti-CD3, IL-2 HTRF, 48 h; 330,000 tested, under 10 active; AID 504894; also: % of control where 0% means no effect
#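 Readout: HTRF IL-2, Eu-cryptate/d2 antibody pair, 320nm excitation, 665nm emission. Stimulus: a-CD3 beads, no co-stimulation. Cells: primary human leukocytes. Exposure: 48 hr with compound.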
# CXXC DNA block: blocks binding of human MLL CXXC domain to DNA | MLL-CXXC / FITC-HOXA9 DNA fluorescence polarization | Potency, µM (top dose mostly 115 µM), for the others: at the top dose activity change, negative = inhibition, usual class: inhibitors | actives 0.037% (n = 290,000) | AID 2662; active = well fitted inhibition curve with a large enough effect in the polarisation, with a control signal flat, not every such curve was filed as active; inconclusive = small, poorly fitted or top-dose-only effect, or effect the other way, or a change in a side signal; inactive = no such curve, though single readings can be large or run the other way; the % refers to the polarisation; also: potency is read from the fitted curve at half-maximal effect
#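 Purified MLL-CXXC (added from a 7 uM solution) was preincubated 5 min at ambient with pinned compounds in 50 mM Tris-HCl pH 7.5, 50 mM NaCl, 1 mM DTT, 0.05% BSA. Fluorescein-labeled HOX-A9 DNA (50 nM solution) followed, 30 min, then polarization read.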
# ELG1 DNA repair: blocks ELG1-dependent DNA repair in HEK293T cells; HEK293T ELG1-luciferase reporter, luminescence, 16 h; DNA damage induced by 5-fluorouridine; Potency, µM (series often up to 46.1 µM), for the others: at the highest dose activity change, negative = inhibition, hits mostly inhibitors; actives 2.3% (n = 330,000); AID 504467; also: potency is read from the fitted curve at half-maximal effect; % is scaled to controls: 0 for no effect and ±100 for the full control effect; nearly all actives have a fitted effect of over 55% in size
#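 DMSO vehicle served as the neutral condition. Each well held 2,000 cells given 5-fluorouridine plus compound; after 16 hr at 37 °C/5% CO2, ONE-Glo was added and luciferase measured 30 min later.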
# PTAP TSG101 blk: blocks PTAP/TSG101 interaction to inhibit HIV-1 budding; 340,000 tested, under 10 active; Fluorescence polarization, FITC-PTAP peptide / Tsg101 binding; AID 493005; Potency, µM (doses to about 115 µM), inactives show top-dose activity change, negative = inhibition, most hits filed as inhibitors; Q99816; active = well fitted inhibition curve with a large enough effect in the main read-out, with a control signal flat, not every such curve was filed as active; inconclusive = small, poorly fitted or top-dose-only effect, or effect the other way, or a change in a side signal; inactive = no such curve, though single readings can be large or run the other way; also: potency is read from the fitted curve at half-maximal effect; % of control where 0% means no effect
#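 Steps: Tsg101 binding domain dispensed (10 uM final), compounds pinned in DMSO, FITC-labeled PTAP-motif peptide added (50 nM final); after 20 min binding at room temperature, polarization measured.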
# BRCA1 expr up: increases BRCA1 expression | MCF7-BRCA1-FFLuc reporter, luminescence, 48 h; response scale: scaled: vehicle 0%, 10 µM genistein 100% | AID 624202 | actives 1.1% (n = 380,000) | Potency, µM (titrated, usually from 46.1 µM), for inactives: at the top dose activation, hits mostly activators; also: potency is read from the fitted curve at half-maximal effect; nearly all actives have a fitted effect of over 80% in size; some results filed as inactive show a strong effect at the top dose
#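 Luminescence from a BRCA1-driven firefly luciferase in MCF7 cells was read after 48 h compound exposure at 37 C. Data normalized against DMSO and a 10microM genistein activation control, then curve-fitted across the titration.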
# B2AR arrestin: recruits beta-arrestin to the human beta2-adrenergic receptor; P07550; beta-arrestin recruitment to beta2AR, cell-based reporter; Potency, µM (doses to about 46.1 µM), inactives show at the highest dose activation, actives largely listed as activators; actives 0.02% (n = 330,000); AID 492947;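 also: potency is read from the fitted curve at half-maximal effect; 0% = DMSO controls and full agonism = EC100 isoproterenol or metaproterenol; nearly all actives have a fitted effect of over 65% in size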
# An asterisk follows results filed as active; ? = inconclusive; · = no result given; & = joins results of further samples; [ ] = remark or other dose. Unless noted, calls follow the shape of the dose curve; as a rule, active = well fitted curve in the direction sought with a large enough effect; inconclusive = small, poorly fitted or top-dose-only effect, or another doubt; inactive = no such curve, though single readings can be large; an effect the other way counts as inactive or inconclusive.
mol	A-T KAP1 phos	Integrin act MD	TRPV1 ag	p53 reactivation	TCR activator	CXXC DNA block	ELG1 DNA repair	PTAP TSG101 blk	BRCA1 expr up	B2AR arrestin
Cc1ccc(C(C(=O)NC(C)(C)C)N(Cc2cccnc2)C(=O)C(=O)NC2CCCCC2)o1 (stereo not given)	-2%	19%	-12	0%	1%	0%	-2%	-2%	42%	0.2%
Cc1nc2nc(SCc3nc4ccccc4[nH]3)[nH]c2cc1Br	-3%	-2%	13	1%	6%	2%	-5%	-1%	1%	0.4%
O=C(CSC1=NCCS1)NC1CCCC1	8%	-15%	2	0%	-2%	20%	7%	-11%	4%	-1.0%
CC1=C(C)C(O)N(Cc2ccccc2)C1=O (stereo not given)	31%	-5%	-1	22%	·	10%	9%	-5%	0%	4.5%
COc1ccc(NC(=O)N[C@@H](CCSC)C(=O)O)cc1OC	0%	0%	6	1%	5%	11%	0%	1%	0%	-0.1%
COc1cc2cc(C#N)c(SCC(=O)Nc3cc(C)on3)nc2cc1OC	3%	20%	-2	5%	7%	53%[activator]	18%	-8%	17%	-0.4%
Cc1cc(C)cc(OCC(=O)Nc2ccc(N3CCN(C(=O)c4ccco4)CC3)cc2)c1	6%	-12%	6	-6%	-10%	19%	?	1%	-55%	-0.4%
N#CC1=C(S)N(c2ccccc2)C(c2ccc(-c3cccc(Cl)c3)o2)NC1=O (stereo not given)	2%	6%	0	10%	-7%[46.1 µM]	7%	13%	0%	-61%	-1.1%
CN(C(=O)CSc1ncnc2sc3c(c12)CCCC3)C1CCS(=O)(=O)C1 (stereo not given)	-1%	-36%	·	-12%	-1%	·	?	-7%	-41%	-0.5%
COC(=O)c1nnn(-c2nonc2N)c1CSc1nc2ccccc2s1	-11%	-12%	3	12%	3%	3%	-22%	-3%	0%	0.2%
O=C(COc1ccc(-n2cnnn2)cc1)Nc1ccc(Br)cc1F	6%	8%	·	-1%	-9%	·	0%	-2%	10%	-0.2%
CC(=O)c1ccc(S(=O)(=O)N2CCc3ccccc3C2)cc1	3%	-18%	1	21%	·	2%	-9%	-3%	-2%	0.2%
COc1ccc(NC(=O)c2cn(C)c(=O)c3cc(OC)c(OC)cc23)c(OC)c1	0%	-10%	7	-7%	0%	51%[activator]	-18%	-5%	-8%	-0.6%
C=CCOC(=O)C(C#N)c1nc2ccccc2nc1N1CCC(C(=O)OCC)CC1 (stereo not given)	-4%	17%	?	-1%	-9%	19%	?	-8%	-17%	-0.1%
Cc1ccc(NC(=O)CN2C(=O)NC3(CCCC3)C2=O)cc1S(=O)(=O)N1CCCCC1	-3%	19%	3	-6%	·	·	9%	-5%	-3%	-0.1%
COc1ccc(-c2cn(-c3ccccc3)c3[n+]2CCS3)cc1	-8%&-4%	0%&-47%	-3&-3	12%&7%	2%&1%[46.1 µM]	7%&-6%	?	-2%&0%	-73%&-36%	-0.8%&-0.3%
Cc1ccc(NC(=S)N2CCCCC2)cc1C	-2%	-14%	7	10%	-1%	-14%	?	-1%	0%	0.2%
CC(=O)Nc1ncc(Cc2cccc(Cl)c2)s1	0%[11.5 µM]	-39%	1	4%	-2%	5%	17%	5%	15%	-0.6%
O=C(CCCCC(=O)NN=Cc1ccc(Cl)cc1)NN=Cc1ccc(Cl)cc1	·	?	·	·	-1%	·	·	1%	4%	·
COCCSc1nnc(-c2cnccn2)o1	-2%	-11%	-3	12%	-1%	0%	7%	-2%	0%	-0.3%
O=C(OCCN1CCN(C2=NS(=O)(=O)c3ccccc32)CC1)c1ccccc1F	-12%	-22%	1	-3%	-5%	3%	-11%	-9%	11%	-0.6%
CCOc1ccc(CC(=O)N2CCN(c3ccc(N4CCOCC4)nn3)CC2)cc1OCC	-14%	16%	0	8%	9%	-10%	-1%	1%	6%	-0.3%
COc1cc(Cl)c(S(=O)(=O)N2CCOCC2)cc1Cl	-2%	0%	10	2%	0%	-5%	29%	-10%	19%	0.1%
CCn1cc(S(=O)(=O)NCc2ccc3c(c2)OCO3)cn1	8%	-23%	-1	-8%	4%	8%	10%	-2%	11%	-0.6%
COc1ccc(-c2cnc3c(c2)CCC3(C#N)C#N)cc1	2%	-2%	6	3%	1%[46.1 µM]	-4%	4%	-11%	-17%	-0.6%
CC1Cc2ccccc2N1C(=O)CCn1cccn1 (stereo not given)	-15%	2%	2	6%	-1%	7%	15%	-2%	0%	0.2%
O=c1nccc(SCc2ccc(Cl)cc2Cl)[nH]1	-3%	-17%	-5	-10%	2%	5%	-12%	-3%	18%	-0.6%
CC(C)(C)c1cnnn1-c1ccc(C(=O)CCl)cc1	-8%	11%	8	-22%	-2%	-13%	-23%	-9%	9%	0.1%
O=C(CCc1ccccc1)Nc1nc2n(n1)C(c1ccc(Cl)cc1)CC(=O)N2 (stereo not given)	-1%	?	3	-7%	0%	-6%	?	2%	-33%	0.5%
Cc1nn(C)cc1/C=N/NC(=O)Cn1cncn1	18%	-16%	-6	2%	6%	23%	22%	-4%	0%	-0.2%

# Additional records follow.
mol	A-T KAP1 phos	Integrin act MD	TRPV1 ag	p53 reactivation	TCR activator	CXXC DNA block	ELG1 DNA repair	PTAP TSG101 blk	BRCA1 expr up	B2AR arrestin
CSc1nnc(NC(=O)C23CC4CC(CC(C4)C2)C3)s1	4%	7%	-4	?	-2%	0%	?	-4%	90%	-0.3%
CCc1ccc(/C=C2\SC(=S)N(CCC(=O)N3CCN(C)CC3)C2=O)cc1	-2%	-7%	1	3%	-4%	?	12%	24%	29%	0.2%
Cc1cccc([C@@H]2[C@@H]3C(=O)N(Cc4ccccc4)C(=O)[C@@H]3[C@]3(C)C(=O)N(c4cccc(Cl)c4)C(=O)N23)c1	16%	19%	2	2%	-3%	10%	-6%	1%	6%	-1.0%
O=C(NCCOc1ccc(Cl)cc1)c1ccco1	-10%	14%	?	4%	0%	3%	0%	-1%	44%	-0.7%
NNC(=O)[C@@H]1C[C@@H]1c1ccccc1	6%	-19%	-3	-7%	-3%[46.1 µM]	2%	1%	-4%	5%	0.2%
O=[N+]([O-])c1ccccc1S(=O)(=O)N1CCN(Cc2cc3c(cc2O)OCO3)CC1	-5%	-5%	2	3%	-1%	11%	?	-2%	-4%	-0.1%
Cc1ccc(C(=O)N/N=C\c2cccnc2)s1	1%	8%	?	13%	0%	4%	?	-5%	32%	-0.4%
Cc1cccc(NC2=NCC(=O)N2Cc2ccccc2)c1	-5%	-20%	-2	7%	1%	2%	3%	0%	-1%	-0.1%
CCOC(=O)c1c(C)[nH]c(C(=O)N/N=C\c2ccccc2Cl)c1C	0%	15%	0	-3%	-8%[46.1 µM]	-12%	-12%	-1%	-53%	-1.0%
CCOc1nc(-c2ccccc2Cl)nc2ccccc12	23%	-10%	5	-1%	9%	2%	?	-5%	-24%	0.1%
COc1ccccc1CNC(=O)COC(=O)Cc1cccc(F)c1	3%	-24%	24	1%	0%	·	10%	-3%	1%	0.0%
O=C(NCCCN1CCOCC1)c1ccco1	-1%	-2%	-1	5%	-1%	-4%	0%	-1%	-49%	-2.8%
Cc1ccc(S(=O)(=O)N2CCN(CN3C(=O)CC4(CCCC4)C3=O)CC2)cc1	3%	11%	-1	-6%	0%	·	-1%	-4%	5%	-3.9%
FC(F)(F)c1cc(-c2ccco2)nc(NCCc2ccccc2)n1	?	-26%	11	0%	27%	4%	?	-4%	2%	0.5%
CCOC(=O)c1cc(NC(=O)c2ccc(Cl)cc2)c(=O)n2c1oc1ccc(Cl)cc12	3%	11%	-2	7%	1%	36%[activator]	3%	-1%	-1%	-0.3%
OCCC1CN(CCCn2cccn2)CCN1Cc1ccccc1 (stereo not given)	-3%	-11%	-4	1%	-5%	5%	14%	-1%	0%	-0.8%
Cn1c(SCC(=O)NC2CCCCC2)nnc1-c1cc2cc(Cl)ccc2o1	·	6%	3	3%	-4%	-7%	?	-10%	65%	-0.4%
C#Cc1cccc(NC(=O)Cc2cccs2)c1	-11%	26%	26	·	6%	2%	14%	-6%	40%	0.5%
CC1CCCC(NC2CCCCNC2=O)C1 (stereo not given)	8%	-11%	0	0%	4%	-5%	7%	-6%	2%	-0.3%
CN(C(=O)CSc1nc2[nH]ncc2c(=O)[nH]1)c1ccccc1	12%	-13%	1	1%	0%	·	0%	-2%	-9%	0.1%
CC(=O)Nc1ccc(S(=O)(=O)N[C@H](C(=O)O)C(C)C)cc1	8%	-4%	0	-3%	0%	5%	4%	-2%	-17%	-0.2%

# Bioassay records deposited in PubChem BioAssay by National Center for Advancing Translational Sciences (NCATS).
